uPA surface inh – blocks generation of uPA at the cell surface. 330,000 tested, 0.31% active. cell surface uPA generation assay, qHTS. Potency, µM (top dose mostly 38.3 µM), for the others: at the top dose activity change, negative = inhibition, hits mostly inhibitors; active means well fitted inhibition curve with a large enough effect; inconclusive means small, poorly fitted or top-dose-only effect; inactive means no such curve, though single readings can be large or run the other way; tested in mouse RAW 264.7 cells; further: potency means the concentration at half of the fitted maximal effect; on the % scale 0 is the no-effect control and ±100 the full control effect; nearly all actives have a fitted effect of over 55% in size
Eya2 inh – blocks the phosphatase activity of human Eya2; Potency, µM (top dose mostly 76.9 µM), for the others: at the highest dose activity, negative = inhibition, actives largely listed as inhibitors; O00167; 330,000 tested, 0.006% active; recombinant Eya2, OMFP fluorescence dephosphorylation (OMFP is methylfluorescein phosphate); further: potency means the concentration at half of the fitted maximal effect; on the % scale 0 is the no-effect control and ±100 the full control effect
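Eya2 protein (added as 0.2 uM solution) was preincubated with compound for 10 min at ambient temperature in 50 mM HEPES pH 7.5, 50 mM NaCl, 5 uM MgCl2, 0.05% BSA, 1 mM DTT. OMFP (added at 50 uM) then reacted 10 min; fluorescence read at 485/525 nm.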
USP2a block – USP2a (human) protease inhibition; O75604; USP2 core, Ub-CHOP2 coupled fluorogenic reporter, 485/531; Potency, µM (highest dose often 38.3 µM), inactives show at the top dose activity change, negative = inhibition, hits mostly inhibitors; 330,000 tested, 0.01% active;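 further: potency means the concentration at half of the fitted maximal effect; plate controls were DMSO wells for no effect and full inhibition by NEM control for full effect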
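Deubiquitinase activity read as fluorescence (485/531 nm) after Ub-CHOP2 cleavage activates the enterokinase reporter on its substrate; USP2 core 10nM, Ub-CHOP2 and substrate 25nM each, 30min compound preincubation then 60min RT; data normalized to NEM, curves fitted.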
B2AR arrestin – agonists driving beta-arrestin recruitment to human beta2-adrenergic receptor | beta-arrestin recruitment to beta2AR, cell-based reporter | Potency, µM (top dose mostly 46.1 µM), for the others: at the highest dose activation, hits mostly activators | P07550 | 330,000 tested, 0.02% active;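 further: potency means the concentration at half of the fitted maximal effect; 0% = DMSO controls and full agonism = EC100 isoproterenol or metaproterenol; nearly all actives have a fitted effect of over 65% in size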
PTAP TSG101 blk – blocks PTAP/TSG101 interaction to inhibit HIV-1 budding; Fluorescence polarization, FITC-PTAP peptide / Tsg101 binding; Potency, µM (highest dose often 115 µM), for inactives: at the highest dose activity change, negative = inhibition, hits mostly inhibitors; 340,000 tested, under 10 active; AID 493005; active means well fitted inhibition curve with a large enough effect in the main read-out, with a control signal flat, not every such curve was filed as active; inconclusive means small, poorly fitted or top-dose-only effect, or effect the other way, or a change in a side signal; inactive means no such curve, though single readings can be large or run the other way; further: potency means the concentration at half of the fitted maximal effect; % of control where 0% means no effect
Target sequence (Q99816 whole entry, looked up): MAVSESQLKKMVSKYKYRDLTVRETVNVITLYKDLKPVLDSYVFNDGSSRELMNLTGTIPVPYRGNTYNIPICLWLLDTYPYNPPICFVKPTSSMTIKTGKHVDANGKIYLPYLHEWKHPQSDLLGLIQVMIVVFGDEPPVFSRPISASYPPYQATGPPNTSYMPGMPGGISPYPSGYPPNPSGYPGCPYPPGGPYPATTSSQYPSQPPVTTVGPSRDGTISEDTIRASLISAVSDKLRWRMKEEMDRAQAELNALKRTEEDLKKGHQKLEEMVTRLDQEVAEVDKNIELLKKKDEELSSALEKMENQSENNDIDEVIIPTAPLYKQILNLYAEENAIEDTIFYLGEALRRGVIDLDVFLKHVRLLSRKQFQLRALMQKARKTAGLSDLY
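Steps: Tsg101 binding domain dispensed (10 uM final), compounds pinned in DMSO, FITC-labeled PTAP-motif peptide added (50 nM final); after 20 min binding at room temperature, polarization measured.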
TRPV1 ag – agonists of human vanilloid receptor 1 (TRPV1) | activation, % at 8.33 µM | TRPV1-expressing cells, Fluo-8 calcium influx, agonist mode | 320,000 tested, 0.19% active | AID 540275; in the data active means activation above about 80%; inconclusive means between about 30% and that limit; further: 0% is about no effect
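Fluo-8 calcium influx in TRPV1-expressing cells, kinetic read (ex 480/em 520 nm). Compound added and read 3 min for agonist activity, followed by capsaicin at EC20 final and 2 min further read for enhancement.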
S-ASM inh – inhibitors of human secretory acid sphingomyelinase; placental ASM, HMU-PC fluorogenic substrate, 60 min; Potency, µM (doses to about 57.5 µM), for inactives: at the highest dose activity change, negative = inhibition, actives largely listed as inhibitors; 340,000 tested, 0.006% active; AID 504937; further: potency means the concentration at half of the fitted maximal effect
Target sequence (P17405 47-631 limits assumed): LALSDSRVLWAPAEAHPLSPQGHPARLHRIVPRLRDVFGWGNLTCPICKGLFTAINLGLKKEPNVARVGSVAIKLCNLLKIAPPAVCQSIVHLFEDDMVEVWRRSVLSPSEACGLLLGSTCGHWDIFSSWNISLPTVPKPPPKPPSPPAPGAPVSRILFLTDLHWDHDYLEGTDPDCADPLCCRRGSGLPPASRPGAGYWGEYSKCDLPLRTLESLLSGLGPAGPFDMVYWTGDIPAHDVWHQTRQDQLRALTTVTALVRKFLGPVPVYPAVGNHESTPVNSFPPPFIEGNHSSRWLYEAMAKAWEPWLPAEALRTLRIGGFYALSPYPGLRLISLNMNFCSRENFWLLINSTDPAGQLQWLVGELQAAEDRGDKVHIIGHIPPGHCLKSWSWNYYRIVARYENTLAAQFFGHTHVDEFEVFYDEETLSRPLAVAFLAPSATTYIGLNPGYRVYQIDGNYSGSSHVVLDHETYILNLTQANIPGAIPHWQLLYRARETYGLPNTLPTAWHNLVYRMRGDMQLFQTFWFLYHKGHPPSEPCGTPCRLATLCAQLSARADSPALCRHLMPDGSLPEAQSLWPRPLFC
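qHTS format. ASM enzyme prepared from human placenta hydrolyses the fluorogenic substrate HMU-PC0 (9 uM final) over 60 min at 37 °C after a 10 min compound preincubation.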
p53 reactivator – mutant p53 re-activation in reporter cells | 320,000 tested, 0.063% active | AID 504706 | Potency, µM (doses to about 92.2 µM), for the others: at the highest dose activity change, positive = activation, actives largely listed as activators | H1299 p53-A138V BP100-luciferase reporter, luminescence, 24 h; further: potency means the concentration at half of the fitted maximal effect; % of control where 0% means no effect; nearly all actives have a fitted effect of over 45% in size
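p53-null H1299 cells stably carrying temperature-sensitive p53-A138V and a BP100-luciferase reporter were pinned with compounds (4-point, 1:5 series) and held 24 hrs at 37 deg C. Luminescence was read 10 min after detection reagent.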
a7 integrin act – activates integrin-mediated alleviation for muscular dystrophy. Potency, µM (highest dose often 38.3 µM), for the others: top-dose activation, most hits filed as activators. 350,000 tested, 0.064% active. alpha7betagal myoblasts, beta-gal FDG fluorescence, 48 h;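 further: potency means the concentration at half of the fitted maximal effect; 100% = response of the positive control SU9516; nearly all actives have a fitted effect of over 60% in size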
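alpha7betagal+/- myoblasts (passage 13, 250/well) treated 48 h at 37C with compounds at 1:260 dilution of DMSO stock. Lysed, then beta-galactosidase activity read as FDG fluorescence (ex 480/em 540) after 30 min, with pre-read for autofluorescence.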
BRCA1 expr act – BRCA1 expression activation; MCF7-BRCA1-FFLuc reporter, luminescence, 48 h; response scale: scaled: vehicle 0%, 10 µM genistein 100%; Potency, µM (top dose mostly 46.1 µM), for the others: at the highest dose activation, actives largely listed as activators; 380,000 tested, 1.1% active; AID 624202; further: potency means the concentration at half of the fitted maximal effect; nearly all actives have a fitted effect of over 80% in size; some results filed as inactive show a strong effect at the top dose
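MCF7 cells carrying a BRCA1-firefly luciferase reporter (2000 cells/well, phenol-red free MEM) were attached for 2 h at 37 °C, then given compounds for 48 h. Luminescence was read 15 min after luciferase reagent; activity normalized to genistein (10 microM) and DMSO.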
ELG1 genotoxic – induces genotoxicity in HEK293T cells with luciferase-tagged ELG1 | Potency, µM (doses to about 46 µM), inactives show at the highest dose activity change, positive = activation, hits mostly activators | HEK293T ELG1-luciferase reporter, luminescence, 16 h | AID 504466 | 330,000 tested, 1.3% active; further: potency means the concentration at half of the fitted maximal effect; % of control where 0% means no effect; nearly all actives have a fitted effect of over 60% in size
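16 hr compound incubation (37 °C, 5% CO2) of HEK293T cells carrying luciferase-tagged ELG1; luciferase then measured by ONE-Glo luminescence after 30 min at RT.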
Numbers without * were called inactive; ? = inconclusive; . = not tested or not shown; [ ] = another dose, or the depositor's remark. Unless noted, the call rests on the fitted dose curve; in most records, active means well fitted curve in the direction sought with a large enough effect; inconclusive means small, poorly fitted or top-dose-only effect, or another doubt; inactive means no such curve, though single readings can be large; an effect the other way counts as inactive or inconclusive.

The opening two records (preview)
SMILES	uPA surface inh	Eya2 inh	USP2a block	B2AR arrestin	PTAP TSG101 blk	TRPV1 ag	S-ASM inh	p53 reactivator	a7 integrin act	BRCA1 expr act	ELG1 genotoxic
CC(NC(=O)c1ccco1)C(=O)N1CCN(C(c2ccccc2)c2ccccc2)CC1 (stereo unspecified)	5%	0%	-1%	-2.6%	.	?	2%	-12%	4%	-19%	-22%
O=C1C=C(Nc2ccc(Cl)cc2)C(=O)N1c1ccc(Cl)cc1	-14%	6%	11%	0.1%	-12%	7	0%	0%	1%	2%	4%

The whole of this part, from the first entry:
SMILES	uPA surface inh	Eya2 inh	USP2a block	B2AR arrestin	PTAP TSG101 blk	TRPV1 ag	S-ASM inh	p53 reactivator	a7 integrin act	BRCA1 expr act	ELG1 genotoxic
CC(NC(=O)c1ccco1)C(=O)N1CCN(C(c2ccccc2)c2ccccc2)CC1 (stereo unspecified)	5%	0%	-1%	-2.6%	.	?	2%	-12%	4%	-19%	-22%
O=C1C=C(Nc2ccc(Cl)cc2)C(=O)N1c1ccc(Cl)cc1	-14%	6%	11%	0.1%	-12%	7	0%	0%	1%	2%	4%
CN(CCOc1ccccc1)C(=O)c1cc([N+](=O)[O-])ccc1N1CCOCC1	-1%	-22%	3%	0.1%	0%	-10	-7%	-9%	0%	-13%	-1%
CCCCNC(=O)c1cc2c(=O)n3cccc(C)c3nc2n(Cc2ccccc2)c1=N	0%	-1%	2%	-0.4%	-7%	?	160%[activator]	-5%	2%	5%	-1%
CC1CCN(S(=O)(=O)c2cccc(C(=O)NCC3CCCO3)c2)CC1 (stereo unspecified)	-3%	6%	-1%	-0.7%	-11%	2	-1%	-1%	-11%	-17%	2%
O=C(O)c1ccc(N2CCc3ccccc32)c([N+](=O)[O-])c1	?	-8%	-3%	0.2%	-6%	1	0%	-1%	5%	3%	-4%
Cc1ccc(C)c(NC(=O)c2cc(S(=O)(=O)N3CCCCC3)c[nH]2)c1	10%	-2%	0%	0.2%	0%	1	-1%	13%	0%	-26%	1%
Cc1ccc(C(=O)NC(C)C(c2cccs2)N2CCCC2)s1 (stereo unspecified)	1%	-15%	1%	0.0%	0%	16	2%	-3%	7%	0%	5%
COc1ccc(CN2CCN(c3ccccn3)CC2)c(OC)c1	2%	-1%[15.4 µM]	0%	0.1%	-5%	5	0%	-5%	-8%	5%[1.84 µM]	-10%
O=C(Nc1nc(-c2ccco2)c(-c2ccco2)s1)C1CC(=O)N(c2ccc3c(c2)OCCO3)C1 (stereo unspecified)	7%	-18%	?	0.0%	-7%	-19	-8%	-24%	-34%	1%	-19%
COc1ccc(OCCCC(=O)Nc2nc(-c3ccccn3)cs2)cc1	3%	2%	-2%	?	0%	25	-2%	0%	-11%	-31%	-13%
COc1cccc2cc(C(=O)C3=C(O)C(=O)N(Cc4ccco4)C3c3cccnc3)oc12 (stereo unspecified)	-1%	-22%	0%	0.1%	-2%	3	-4%	-5%	-38%	-31%	-7%
O=[N+]([O-])c1ccccc1NCc1ccccc1Cl	0%	-3%	-2%	0.1%	0%	-5	-4%	2%	-5%	5%	-1%
Cc1nnc(N(Cc2ccco2)C(=O)c2ccno2)s1	6%	0%	-1%	0.2%	-4%	-1	0%	3%	6%	-55%	11%
CCOC(=O)N1CCC(=NNS(=O)(=O)c2cccc([N+](=O)[O-])c2)CC1	.	-14%	0%	-0.9%	-7%	0	-3%	2%	-15%	-2%	-3%
COC(=O)c1ccccc1NC(NC(=O)c1ccco1)C(=O)c1ccccc1 (stereo unspecified)	.	12%[15.4 µM]	-1%	0.1%	0%	7	-12%	1%	3%[7.66 µM]	9%	0%
Cc1ccc2nc(-c3ccccc3)nn2c1	-12%	.	.	.	-7%	.	5%	.	-13%	?	.
CCOC(=O)C=Nc1c(N)n(C)c(=O)n(C)c1=O	2%	5%	2%	-0.7%	-3%	0	18%	-9%	5%	0%	-2%
C=CCNC(=O)CN(c1ccccc1OCC)S(=O)(=O)c1ccc(C)cc1	5%	-8%	-1%	0.1%	-1%	12	0%	-2%	4%	-20%	0%
CCN(CC)CCNC(=O)C(C)c1nn(CC)c(=O)c2ccccc12 (stereo unspecified)	.	5%	-1%	-0.4%	-6%	-2	-1%	-6%	5%	0%	0%
O=C(O)c1ccc(N=NN2CCCCC2)cc1	2%	-5%	2%	0.0%	-2%	-1	1%	-5%	-14%	?	?
CCOC(=O)N1CCC(NC(=O)c2cnn3ccccc23)CC1	3%	-2%	1%	-0.1%	1%	-3	0%	-2%	-2%	-2%	-1%
COc1ccc(S(=O)(=O)N2CCC(C(=O)NCC3CCCO3)CC2)cc1C (stereo unspecified)	0%	-7%	2%	0.1%	-2%	0	-5%	-5%	-17%	-4%	0%
Cc1cc(N2CCC(C)CC2)nc(-n2nc(C)cc2C)n1	-9%	-14%	1%	0.5%	-10%	-1	1%	-13%	-43%	-28%	-9%
COCCNC(=S)Nc1ccccc1[N+](=O)[O-]	4%	1%	4%	-0.2%	0%	-1	4%	-3%	28%	3%	-2%
CCOc1ccccc1NC(=O)COc1cccc(-n2cnnn2)c1	.	-1%	2%	-0.3%	-6%	7	-3%	-30%[inhibitor]	16%	-21%	0%
CCCC(=O)c1ccc(N2CCN(C(=O)c3ccc(Br)cc3)CC2)c(F)c1	0%	8%	-4%	0.8%	-5%	-5	-16%	10%	-40%	-62%	1%
O=C(CCS(=O)(=O)c1ccc(Cl)cc1)NCCc1c[nH]c2ccccc12	1%	-14%	-1%	0.5%	-3%	0	-1%	-2%	?	-17%	0%
CSc1nnc2c(n1)c(C)nn2-c1ccc(C)cc1	2%	3%	0%	3.5%	-2%	4	1%	-4%	-9%	-27%	4%
COc1ccc2[nH]c(=O)c(CN(Cc3ccco3)C(c3nnnn3Cc3ccccc3)C(C)C)cc2c1 (stereo unspecified)	-11%	-5%	-1%	0.0%	2%	25	9%	-2%	1%	-79%	-27%
CCCC(=O)N(CC(=O)Nc1sc(C)c(C)c1C(N)=O)Cc1ccccc1	-2%	-10%	-1%	0.1%	-4%	2	-2%	-4%	14%	-15%	-8%
O=C1CCCN1CCCn1cnc2c([nH]c3ccc(F)cc32)c1=O	3%	-2%	3%	0.2%	-4%	-1	1%	1%	5%	-14%	1%
C/C(=N\NC(=O)Nc1ccccc1)c1ccccc1	-4%	2%	1%	-0.5%	-5%	3	4%	?	6%	50%	4%
c1ccc(-c2noc(-c3ccc4ccccc4c3)n2)cc1	-7%	-6%	0%	-0.2%	-7%	-3	-3%	?	12%	-106%[inhibitor]	?
CC(=O)N1CCc2cc(S(=O)(=O)NC(C(=O)NCc3ccccc3)C(C)C)ccc21 (stereo unspecified)	1%	-2%	0%	-0.3%	-5%	-4	-1%	0%	0%	-20%	0%
Cc1sc(NC(=O)CN2CCOCC2)c(C(=O)c2ccccc2)c1C	2%	5%	2%	0.2%	-14%	22	-5%	11%	-35%[inhibitor]	0%	-4%
CC#CC(=O)N1CCC(n2nccc2NC(=O)c2ccc3c(c2)OCO3)CC1	2%	9%	-3%	9.5%	-6%	-4	3%	-15%	-25%	-13%	17%
COc1ccccc1Nc1nc(-c2ccc3c(c2)NC(=O)CO3)cs1	?	-1%	1%	0.1%	-8%	3	?	0%	-24%	3%	-5%
COc1ccccc1/C=C1\SC(=O)N(CCC(=O)NCCCn2ccnc2)C1=O	-4%	2%	0%	-0.7%	-10%	-2	0%	29%	0%	-1%	10%
COC(=O)c1c(C)nn(-c2ccc(F)c(Cl)c2)c1-c1cc(C)on1	-12%	-13%	4%	0.3%	-7%	5	0%	-2%	0%	-18%	-8%
CCn1c(/C=C2\C(=O)N(C)c3ccccc32)nc2ccccc2c1=O	-2%	-25%	-1%	-0.1%	0%	7	-3%	-8%	6%	-60%	1%
O=C(N1CCOCC1)C1(c2ccccc2)CCCCC1	2%	-29%	-1%	-0.2%	-10%	-2	0%	6%	17%	1%	1%
CCOC(=O)C1(CCOC)CCN(Cc2cnc(-c3cccc(C)c3)nc2)CC1	-1%	-1%	3%	-0.2%	-3%	-5	-1%	1%	5%	-9%	-2%
O=C(CSc1ncnc2nc[nH]c12)NCCc1ccccc1	-1%	-2%	0%	-1.6%	0%	-3	1%	2%	3%	-3%	3%
CCN(c1ccccc1)S(=O)(=O)c1cc(C(=O)NCC(c2ccco2)N2CCCCC2)ccc1C (stereo unspecified)	-9%	-3%	-1%	0.1%	-9%	.	0%	15%	-39%[inhibitor]	-77%	-6%
